# Assay outcomes from PubChem.
# Pol kappa inh: qHTS for Inhibitors of Polymerase Kappa; DNA polymerase kappa (Homo sapiens), Q9UBT6; purified Pol kappa, fluorescent DNA synthesis assay, 10 min; Potency, µM (titrated, usually from 107 µM), without a hit: at the top dose activity, negative = inhibition, actives largely listed as inhibitors; hit rate 0.53% among 400,000; AID 588579, 2011; note: % is set by controls: 0 for no effect and ±100 for the full control effect
#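 50 nM final substrate added after 15 min RT preincubation of 10 nM Pol kappa with compound; fluorescence read at 0 and 10 min.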
# Pol beta inh: qHTS Assay for Inhibitors of DNA Polymerase Beta; P06746; Pol beta primer extension/strand displacement, fluorescence kinetic; Potency, µM (top dose mostly 114 µM), for inactives: top-dose activity change, negative = inhibition, most hits filed as inhibitors; hit rate 1.3% among 340,000; note: % is set by controls: 0 for no effect and ±100 for the full control effect
#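 Enzyme-only controls used 10 nM Pol beta; buffer lacking enzyme served as negative control. Compound preincubated 15 min, then 50 nM substrate added; 0 and 10 min reads at room temperature.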
# POLI inh: qHTS for Inhibitors of Polymerase Iota. DNA polymerase iota (Homo sapiens), Q9UNA4. Pol iota fluorescent replication assay, 10 min. Potency, µM (top dose mostly 115 µM), for inactives: at the highest dose activity, negative = inhibition, hits mostly inhibitors. hit rate 1% among 390,000
#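 Pol iota at 10 nM preincubated 15 min with compounds at room temperature; reaction started with fluorescent substrate, 50 nM final. Fluorescence read kinetically at 0 and 10 min; buffer-only wells as negative control.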
# Pol eta inh: qHTS for Inhibitors of Polymerase Eta; DNA polymerase eta (Homo sapiens), Q9Y253; recombinant Pol eta, fluorescent DNA replication assay; Potency, µM (doses to about 114 µM), inactives show at the top dose activity change, negative = inhibition, actives largely listed as inhibitors; hit rate 1.2% among 390,000; note: % is set by controls: 0 for no effect and ±100 for the full control effect
#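 Fluorescent replication assay: 50 nM final substrate added after a 15 min room-temperature compound preincubation with 10 nM enzyme. Signal taken at 0 min and again at 10 min.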
# JMJD2A Tudor: qHTS Assay for Inhibitors of JMJD2A-Tudor Domain. AlphaScreen JMJD2A-Tudor / H3K4me3 peptide binding. hit rate 4.4% among 390,000. Potency, µM (highest dose often 114 µM), for the others: top-dose activity change, negative = inhibition, actives largely listed as inhibitors. AID 504339, 2011. Lysine-specific demethylase 4A (Homo sapiens), O75164; note: % is set by controls: 0 for no effect and ±100 for the full control effect; nearly all actives have a fitted effect of over 50% in size
# Target sequence (O75164 whole entry, looked up, the tested form may be a part): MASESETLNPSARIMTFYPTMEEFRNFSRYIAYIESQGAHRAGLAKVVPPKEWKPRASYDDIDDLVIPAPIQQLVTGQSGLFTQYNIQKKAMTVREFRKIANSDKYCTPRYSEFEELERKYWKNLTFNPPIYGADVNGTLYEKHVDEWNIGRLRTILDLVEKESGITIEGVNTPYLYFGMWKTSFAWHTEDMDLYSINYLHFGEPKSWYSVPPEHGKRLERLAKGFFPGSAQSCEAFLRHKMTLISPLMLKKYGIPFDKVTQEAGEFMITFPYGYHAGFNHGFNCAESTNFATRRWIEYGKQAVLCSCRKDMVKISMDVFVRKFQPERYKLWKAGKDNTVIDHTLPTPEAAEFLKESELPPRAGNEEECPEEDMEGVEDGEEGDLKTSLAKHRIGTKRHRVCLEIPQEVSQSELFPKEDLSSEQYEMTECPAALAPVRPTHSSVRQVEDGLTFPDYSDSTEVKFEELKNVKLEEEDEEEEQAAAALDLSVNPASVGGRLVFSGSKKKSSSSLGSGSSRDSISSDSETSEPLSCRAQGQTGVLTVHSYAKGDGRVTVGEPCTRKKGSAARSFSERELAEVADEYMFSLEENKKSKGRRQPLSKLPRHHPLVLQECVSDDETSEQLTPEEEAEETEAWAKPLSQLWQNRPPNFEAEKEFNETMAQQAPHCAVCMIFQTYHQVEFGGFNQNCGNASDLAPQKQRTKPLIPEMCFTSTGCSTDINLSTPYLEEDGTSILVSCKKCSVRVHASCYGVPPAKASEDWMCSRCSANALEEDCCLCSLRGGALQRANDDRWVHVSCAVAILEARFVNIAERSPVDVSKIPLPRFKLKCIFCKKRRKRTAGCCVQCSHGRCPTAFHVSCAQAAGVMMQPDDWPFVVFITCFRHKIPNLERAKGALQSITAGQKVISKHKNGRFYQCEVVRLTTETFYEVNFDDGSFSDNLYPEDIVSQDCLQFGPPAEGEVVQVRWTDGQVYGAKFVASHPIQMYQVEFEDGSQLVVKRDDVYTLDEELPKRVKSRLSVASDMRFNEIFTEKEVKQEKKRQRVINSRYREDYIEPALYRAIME
# BLM helicase inh: qHTS Assay for Inhibitors of Bloom's syndrome helicase (BLM); RecQ-like DNA helicase BLM (Homo sapiens), P54132; recombinant BLM DNA unwinding, fluorescence dequenching; Potency, µM (titrated, usually from 56.1 µM), for inactives: top-dose activity change, negative = inhibition, actives largely listed as inhibitors; hit rate 0.2% among 350,000; AID 2528, 2010;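 note: plate controls were vehicle for no effect and no enzyme for full effect; nearly all actives have a fitted effect of over 35% in size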
# APE1 inh: qHTS Assay for Inhibitors of the Human Apurinic/apyrimidinic Endonuclease 1 (APE1); Potency, µM (highest dose often 65.8 µM), inactives show at the top dose activity change, negative = inhibition, most hits filed as inhibitors; recombinant APE1, TAMRA/BHQ-2 abasic DNA cleavage fluorescence; hit rate 0.35% among 350,000; DNA repair nuclease/redox regulator APEX1 (Homo sapiens), P27695;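 note: plate controls were vehicle for no effect and reference inhibitor for full effect; nearly all actives have a fitted effect of over 55% in size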
#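 APE1 at 0.75 nM final was preincubated with compound 15 min at room temperature, then 50 nM double-stranded THF abasic-site substrate (5'-TAMRA/3'-BHQ-2) was added. Fluorescence (ex 525/em 598 nm) was read kinetically; third-minus-first read gave activity.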
# BAZ2B inh: qHTS Assay for Inhibitors of BAZ2B; Bromodomain adjacent to zinc finger domain protein 2B (Homo sapiens), Q9UIF8; AlphaScreen BAZ2B-H3K14Ac peptide displacement; Potency, µM (series often up to 114 µM), for the others: top-dose activity change, negative = inhibition, hits mostly inhibitors; hit rate 4.4% among 360,000; note: % is set by controls: 0 for no effect and ±100 for the full control effect; nearly all actives have a fitted effect of over 60% in size
#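 AlphaScreen displacement of biotin-H3(5-23)K14Ac peptide (50 nM final) from BAZ2B (50 nM final) in PBS pH 7.4, 0.01% Tween-20; complex preformed 30 min RT, then compounds (top 110 uM) 30 min RT, beads 20 min dark.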
# G9a inh: qHTS Assay for Inhibitors of Histone Lysine Methyltransferase G9a; hit rate 8.8% among 350,000; G9a H3K9 monomethylation, AlphaScreen, 2 h; AID 504332, 2011; Histone-lysine N-methyltransferase EHMT2 (Homo sapiens), Q96KQ7; Potency, µM (top dose mostly 102 µM), without a hit: at the top dose activity, negative = inhibition, actives largely listed as inhibitors; note: % is set by controls: 0 for no effect and ±100 for the full control effect; nearly all actives have a fitted effect of over 75% in size
#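 Quantitative HTS format: methyltransferase activity on a biotin-tagged H3K9 peptide is measured by AlphaScreen, using a rabbit anti-monomethyl-H3K9 antibody with streptavidin donor and anti-IgG acceptor beads. Final levels are 20 nM enzyme, 500 nM peptide, 20 uM SAM; 2 h RT.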
# The depositor's hits bear a star; ? = inconclusive; nt = not tested or not shown; & = joins results of further samples; [ ] = dose if it differs, or a comment. Calls come from the whole dose curve; as a rule, active = well fitted curve in the direction sought with a large enough effect; inconclusive = small, poorly fitted or top-dose-only effect, or another doubt; inactive = no such curve, though single readings can be large; an effect the other way counts as inactive or inconclusive. Potency is the fitted concentration of half-maximal effect. Some of the compounds tested; the hit share may differ from the screen's.
SMILES,Pol kappa inh,Pol beta inh,POLI inh,Pol eta inh,JMJD2A Tudor,BLM helicase inh,APE1 inh,BAZ2B inh,G9a inh
COc1ccc(NC(=O)c2ccc(COCC(F)(F)C(F)F)cc2)cc1,-6%,-25%,-13%,-12%,2%,-1%,6%,-25%,29%[59 µM]
CC1CCN(S(=O)(=O)c2nnc(NC(=O)c3ccccc3Br)s2)CC1,-15%,-1%,?,-8%,-11%,-3%,25%,13%,2%
COC(=O)C1=C(N)c2ccccc2C1(C#N)c1ccccc1 (stereo not given),9%,1%,-7%,-13%,-23%,-14%,16%,7%,?
CCNC(=O)CN1c2cccc3cccc(c23)S1(=O)=O,-5%,4%,10%,0%,-2%,-2%,-10%,0%,?
CCO/N=C1\C(=O)N(c2ccccc2)c2ccccc21,1%,-32%,92%[activator],6%,-17%,-3%,-6%,-18%,-7%
C/C(=N\NC(=O)c1ccn(C)n1)c1cccc(NC(=O)c2ccc(C)s2)c1,1%,9%,2%,-8%,-17%,-10%,6%,-5%,5%
O=C(O)CCc1ccc(-c2ccc(Cl)cc2)o1,?,-2%,?,0%,?,0%,-3%,-36%,4µM*
Nc1cc(Cl)ccc1Oc1ccc(Cl)cc1,-6%,3%,?,-3%,-3%,-14%,3%,-7%,-35%
CCOC(=O)C1C(=O)NC(c2ccccc2)=NC1c1ccc(Cl)cc1 (stereo not given),-20%,-8%,12%,-9%,-15%,0%,0%,-2%,30%[59 µM]
Cc1ccc(-c2nn(CCC(N)=O)c(=O)c3ccccc23)cc1,-2%&-11%,35%&-1%,28%&17%,-25%&-18%,-1%&-17%,1%&0%,46%[activator],2%&-2%,-40%
CC(C)(C)c1nc2ccccc2c2nnc(SCC(=O)Nc3nc4ccccc4s3)n12,-23%,0.18µM*,45µM*,-16%,-14%,?,-7%,?,-108%
CCCCNC(=S)NCc1ccc2[nH]c(C)cc2c1,7%,7%,10%,-25%,?,-6%,-4%,?,?
Cc1ccccc1CCNC(=O)c1cc2cc(S(=O)(=O)N3CCCCC3)ccc2n1C,-18%[60.1 µM],3%,5%,-17%,-16%,-5%,nt,4%,-7%[59 µM]
COc1ccc(-c2cc(C(=O)N3CCN(c4cccc(C)c4C)CC3)c3ccccc3n2)cc1OC,-19%,nt,26%,-26%,-19%,nt,-8%,-6%,?
Cc1ccc(C(=O)COC(=O)CCC(=O)Nc2ccc(Oc3cc(C)ccc3C(C)C)cc2)cc1,-6%,21%,-3%,-25%,-8%,-13%,nt,6%,?
Cc1c(Br)c([N+](=O)[O-])nn1CCCC(=O)Nc1sc2c(c1C(N)=O)CCC(C)C2 (stereo not given),-9%,3%,10%,-12%,-13%,-2%,-1%,5%,-10%[59 µM]
O=[N+]([O-])c1ccc(N2CCCCCC2)c(S(=O)(=O)N2CCCCC2)c1,-22%,28%,-3%,-5%,-16%[11.4 µM],-5%,-4%,?,nt
CCOc1ccccc1OCC(=O)O,0%,-23%,-10%,-6%,-14%,-2%,2%,70%[activator],18%[12.7 µM]
O=S(=O)(/N=C(/NS(=O)(=O)c1ccccc1)c1ccccc1)c1ccccc1,10%,19%,43%[activator],-18%,-18%,-1%,4%,-3%,?
NC(=O)C1CCCN(C(=O)CN2C(=O)NC(c3ccccc3)(c3ccccc3)C2=O)C1 (stereo not given),-1%,nt,37%[activator],-18%,-2%,nt,-2%,0%,8%[0.501 µM]
CCOc1ccc2oc(=O)cc(CN3CCN(Cc4ccc(F)cc4)CC3)c2c1,-20%,5%,24%,-14%,-24%,4%,nt,8%,-1%[59 µM]
N[C@H]1C(O)O[C@H](CO)[C@@H](O)[C@@H]1O (stereo not given in full),-3%,nt,8%,6%,-4%,nt,-5%&26%,51%[activator],5%[59 µM]
COCc1cc(C)nc(SCc2ccccc2Cl)c1C#N,9%,-19%,1%,-14%,241%[activator],-4%,23%,136%[activator],301%[activator]
CCOC(=O)c1cnn2c(C(F)F)cc(C3CC3)nc12,-4%,-14%,-1%,-18%,11%,-13%,7%,-2%,-4%[59 µM]
O=C(Nc1nnc(SCc2ccccc2)s1)c1cc2c(s1)CCCC2,-5%,-1%,5%,-18%,9%,1%,1%,3%,1%
COc1cc(O)c(C(CC(=O)N2CCCC2)c2ccc3c(c2)OCO3)c(OC)c1 (stereo not given),7%&-7%,5%,16%&-3%,-5%,-28%&-12%,0%&-4%,-3%&2%,-20%,31%[12.7 µM]
CCN(C(=O)CSc1nnc2ccccn12)c1c(N)n(Cc2ccccc2)c(=O)[nH]c1=O,-1%,-15%,123%[activator],-19%,2%,-7%,1%,5%,50µM*
Cc1cc(Cl)ccc1OCC(=O)NCC(c1cccs1)N1CCOCC1 (stereo not given),-8%,nt,14%,-3%,-22%,nt,4%,7%,10%[0.501 µM]
O=C(O)c1cn(Cc2cccnc2)c(=O)c2ccccc12,nt,1%,nt,nt,nt,-5%,-2%,-4%,2%
O=C(COC(=O)c1cc([N+](=O)[O-])ccc1NCCO)Nc1cccnc1Cl,-5%,nt,25%,-15%,-5%,nt,0%,nt,nt

# One compound at a time (already shown). Order of screens: Pol kappa inh	Pol beta inh	POLI inh	Pol eta inh	JMJD2A Tudor	BLM helicase inh	APE1 inh	BAZ2B inh	G9a inh
# `O=C(COC(=O)c1cc([N+](=O)[O-])ccc1NCCO)Nc1cccnc1Cl` reads -5%	nt	25%	-15%	-5%	nt	0%	nt	nt
# `CCOc1ccccc1OCC(=O)O` reads 0%	-23%	-10%	-6%	-14%	-2%	2%	70%[activator]	18%[12.7 µM]

# New compounds follow:
SMILES,Pol kappa inh,Pol beta inh,POLI inh,Pol eta inh,JMJD2A Tudor,BLM helicase inh,APE1 inh,BAZ2B inh,G9a inh
O=C1CSc2ccccc2N1,-4%,nt,2%,-18%,-23%,nt,nt,nt,nt
O=c1c(-c2ccccc2)nc2cnc(Nc3ccccc3)nc2n1C[C@H]1CCCO1,-3%[60.1 µM],nt,nt,nt,nt,-1%,-5%,nt,21%[0.501 µM]
CCOc1ccccc1NC(=O)Cn1c(=O)oc2cc(S(=O)(=O)NCc3ccccc3)ccc21,-7%[60.1 µM],26%,13%,-14%,-4%,-3%,nt,-1%,7%[59 µM]
O=C(CCc1ccc(S(=O)(=O)N2CCOCC2)cc1)N/N=C/c1ccc(F)cc1F,5%,6%,141%[activator],-19%,-26%,-3%,3%,-22%,12%
CC(C)C(NC(N)=O)C(=O)NC1CCCCC1 (stereo not given),nt,0%,nt,nt,nt,-5%,0%,8%,13%
Cn1cc(Br)c(C(=O)NC2CCCCC2)n1,3%,9%,7%,-18%,2%,-5%,-2%,9%,2%[12.7 µM]
CCOC(=O)c1c(C)oc2c1c(C(c1ccncc1)N1CCOCC1)c(O)c1ccccc12 (stereo not given),-5%,-13%,4%,?,?,-9%,?,14µM*,?
CCn1c(SCC(=O)Nc2cc(C)on2)nc2sc3c(c2c1=O)CCCC3,-26%,18%,?,-12%,-8%,1%,32%[activator],4%,?
CC(NC(=O)c1ccc(Cl)cc1)C(=O)NC1=NCCS1 (stereo not given),0%,6%,11%,-12%,-24%,1%,-6%,5%,6%[59 µM]
CCN(CC)C(=O)N1CCC(NC(=O)c2ccc(C(C)(C)C)cc2)CC1,-5%,-13%,2%,-2%,-14%,-1%,-1%,1%,-2%
O=C(c1ccc(F)cc1)C1CCN(C(=O)c2ccccc2)CC1,-13%,45%,83%[activator],-7%,-10%,-1%,20%,8%,33%
COc1cccc(N2CCN(C(=O)c3ccc(CS(=O)Cc4ccccc4Cl)o3)CC2)c1 (stereo not given),-13%,-5%,-4%,5%,-27%,-1%,-6%,-39%,nt
CSc1cccc(NC(=S)NC(=O)CCc2ccccc2)c1,3%,-4%,3%,-29%,10%,-10%,19%,-8%,49%
O=C(O)c1cc(-c2ccc(-c3ccc(F)cc3)o2)nc2ccccc12,-1%,34%,18%,-13%,0%,-7%,9%,?,-101%[59 µM]
CC(C)N(C(=O)CSc1ncnc2sc(-c3ccccc3)cc12)C(C)C,2%,0%,6%,-13%,-3%,-16%,13%,-1%,-33%[59 µM]
COc1ccc(-c2csc(-c3[nH]cnc3N)n2)cc1,-17%,26%,159%[activator],-13%,-20%,-10%,-4%,-35%,?
Cc1cccc(C(=O)N2CCNC(=O)C2CC(=O)Nc2cccc(Cl)c2)c1 (stereo not given),1%,-10%,27%,-7%,-7%,-1%,22%,-11%,2%
Cc1ccc(-n2[nH]c(C)c(C=Nc3ccc(S(=O)(=O)Nc4nccs4)cc3)c2=O)cc1C,-15%,?,3%,?,-32%,-10%,-1%,?,-3%[59 µM]
CCc1ccc(-c2ccc3nnc(SCC(=O)Nc4cccc(C(C)=O)c4)n3n2)cc1,-7%[60.1 µM],36%,9%,-8%,-9%,-1%,nt,-4%,?
COc1ccccc1OCCCC(=O)Nc1nnc(C2CCCO2)s1 (stereo not given),-20%,19%,23%,-15%,-14%,-2%,5%,-34%,?
CC(C)(C)NNC(=S)Nc1cccc(C(F)(F)F)c1,-2%,9%,48%[activator],-6%,-17%,-2%,1%,-1%,9%
O=C(O)c1cccnc1,-10%,26%,1%,-18%,?,-2%,5%,?,-4%[59 µM]

# Some values from the results shown:
# Cc1c(Br)c([N+](=O)[O-])nn1CCCC(=O)Nc1sc2c(c1C(N)=O)CCC(C)C2 (stereo not given) in Pol eta inh is listed with -12%
# COc1ccccc1OCCCC(=O)Nc1nnc(C2CCCO2)s1 (stereo not given) in BAZ2B inh is listed with -34%
# O=[N+]([O-])c1ccc(N2CCCCCC2)c(S(=O)(=O)N2CCCCC2)c1 in BLM helicase inh is listed with -5%
